# Bioassay records as filed in PubChem.
# USP2a inh: inhibitors of human ubiquitin-specific protease USP2a. O75604. USP2 core, Ub-CHOP2 coupled fluorogenic reporter, 485/531. Potency, µM (top dose mostly 38.3 µM), for the others: at the highest dose activity change, negative = inhibition, most hits filed as inhibitors. 0.01% of 330,000 active. AID 463254;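 further: potency means the concentration at half of the fitted maximal effect; plate controls were DMSO wells for no effect and full inhibition by NEM control for full effect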
#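 Deubiquitinase activity read as fluorescence (485/531 nm) after Ub-CHOP2 cleavage activates the enterokinase reporter on its substrate; USP2 core 10nM, Ub-CHOP2 and substrate 25nM each, 30min compound preincubation then 60min RT; data normalized to NEM, curves fitted.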
# KCNH2 3.1 block: KCNH2 3.1 (human) potassium channel inhibition; U2OS KCNH2 3.1, thallium flux FluxOr; active compounds read low; activity change, % (tested at about 1.8 µM); 0.95% of 340,000 active;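 active means maximum activity change below -70%; inconclusive means maximum activity change from -70% to -50%; inactive means maximum activity change above -50%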;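 further: thallium influx rate constant from kinetic fluorescence after stimulation buffer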
#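 Channel expression came from 3.1 mutant virus (1.77 x 10^8 /mL) applied to suspended U2OS cells for 4 h. Flux was tracked with FluxOr dye plus Red40 quencher, and kinetic rate constants normalized to controls.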
# Giardia kill: kills Giardia lamblia | activity change, % at 7.66 µM, hits read low | Giardia lamblia trophozoite viability | 0.15% of 340,000 active | AID 540267; in the data active means activity change below about -80%; inconclusive means between about -30% and that limit;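 further: parasites exposed to compound for two days anaerobically before the ATP read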
#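 Media and compound were dispensed first, then trophozoites at 100 cells/well; plates sat 48 hrs at 37 deg C without oxygen before ATP luminescence reagent was added and read after 15-30 min at room temperature.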
# B2AR arrestin: agonists driving beta-arrestin recruitment to human beta2-adrenergic receptor. P07550. beta-arrestin recruitment to beta2AR, cell-based reporter. Potency, µM (doses to about 46.1 µM), without a hit: top-dose activation, actives largely listed as activators. 0.02% of 330,000 active. AID 492947;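 further: potency means the concentration at half of the fitted maximal effect; 0% = DMSO controls and full agonism = EC100 isoproterenol or metaproterenol; nearly all actives have a fitted effect of over 65% in size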
# PKM2 act: activators of human pyruvate kinase M2; P14618; purified PKM2, Kinase-Glo ATP luminescence, activation; response scale: 0% is enzyme alone, no compound; Potency, µM (doses to about 57.5 µM), for inactives: top-dose activation, usual class: activators; 0.34% of 260,000 active; AID 1631; further: potency means the concentration at half of the fitted maximal effect; nearly all actives have a fitted effect of over 55% in size
#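 Purified hPK-M2 (>95% pure) converted ADP (0.1 mM final) to ATP with 0.5 mM PEP in 50 mM imidazole pH7.2, KCl, MgCl2, Tween 20, BSA; 1 h at room temperature. ATP detected by Kinase-Glo luminescence.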
# Eya2 phos inh: Eya2 (human) phosphatase inhibition; recombinant Eya2, OMFP fluorescence dephosphorylation (OMFP is methylfluorescein phosphate); AID 488837; O00167; 0.006% of 330,000 active; Potency, µM (titrated, usually from 76.9 µM), inactives show at the top dose activity, negative = inhibition, hits mostly inhibitors; further: potency means the concentration at half of the fitted maximal effect
#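 Eya2 (0.2 uM) preincubated 10 min at ambient with compound, then OMFP substrate added at 50 uM; 10 min reaction in 50 mM HEPES pH 7.5, 50 mM NaCl, 5 uM MgCl2, 0.05% BSA, 1 mM DTT. Fluorescence read at Ex 485/Em 525 nm.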
# FBPA coupling cs: inhibits coupling enzyme system, counter-screen for aldolase hits; 0.67% of 290,000 active; coupling enzyme system counterscreen, AmpLite Red fluorescence; activity change, negative = inhibition, % at 58.2 µM, hits read low; in the data active means activity change below about -30%
#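 Final compound at 57.5 uM, incubated 10 min at RT with coupling enzyme reagent (glyceraldehyde-3-phosphate), then 20 min with substrate and AmpLite Red detection. Fluorescence read at 525/598 nm; tests interference with the coupling assay, not aldolase inhibition.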
# uPA surface inh: inhibitors of cell surface uPA generation; cell surface uPA generation assay, qHTS; Potency, µM (titrated, usually from 38.3 µM), for the others: at the highest dose activity change, negative = inhibition, usual class: inhibitors; 0.31% of 330,000 active; AID 540303; active means well fitted inhibition curve with a large enough effect; inconclusive means small, poorly fitted or top-dose-only effect; inactive means no such curve, though single readings can be large or run the other way; tested in mouse RAW 264.7 cells; further: potency means the concentration at half of the fitted maximal effect; nearly all actives have a fitted effect of over 55% in size
# Chronic BCR inh: inhibitors of chronic active B-cell receptor signaling; Potency, µM (titrated, usually from 46.1 µM), for the others: at the top dose ratio change, negative = lower green/red ratio, most hits filed as inhibitors; 0.05% of 340,000 active; ABC-DLBCL IkBa-CBG/CBR reporter, luminescence ratio, 4 h; active means well fitted inhibition curve with a large enough effect in the signal ratio, with a control signal flat, not every such curve was filed as active; inconclusive means small, poorly fitted or top-dose-only effect, or effect the other way, or a change in a side signal; the % refers to the signal ratio;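 further: potency means the concentration at half of the fitted maximal effect; plate controls were basal doxycycline-induced cells for no effect and cells given 10 µM MG132 for full effect; MG132 reads +100%, hits lower the ratio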
#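 TMD8 ABC-DLBCL cells carrying doxycycline-inducible green luciferase fused to IkappaBalpha plus unfused red luciferase were exposed to compounds (up to 46 uM) for 4 hrs at 37C. Activity came from the overlap-corrected green/red luminescence ratio.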
# GALK inh: inhibitors of human galactokinase; AID 1868; Potency, µM (doses to about 57.5 µM), without a hit: at the top dose activity change, negative = inhibition, most hits filed as inhibitors; Purified GALK, Kinase-Glo residual ATP luminescence; 0.007% of 270,000 active; further: potency means the concentration at half of the fitted maximal effect
#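 Luminescence from leftover ATP (Ultra-Glo luciferase/luciferin) served as read-out after a 1 h room-temperature reaction of 5 nM GALK with 35 uM ATP and 100 uM galactose.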
# hERG WT inh: KCNH2 (human, wildtype) channel inhibition. U2OS, BacMam KCNH2, thallium flux FluxOr; active compounds read low. activity change, % at 1.84 µM. 0.37% of 340,000 active;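 active means maximum activity change below -70%; inconclusive means maximum activity change between -70% and -50%; inactive means maximum activity change above -50%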
# Target sequence (Q12809 whole entry, looked up): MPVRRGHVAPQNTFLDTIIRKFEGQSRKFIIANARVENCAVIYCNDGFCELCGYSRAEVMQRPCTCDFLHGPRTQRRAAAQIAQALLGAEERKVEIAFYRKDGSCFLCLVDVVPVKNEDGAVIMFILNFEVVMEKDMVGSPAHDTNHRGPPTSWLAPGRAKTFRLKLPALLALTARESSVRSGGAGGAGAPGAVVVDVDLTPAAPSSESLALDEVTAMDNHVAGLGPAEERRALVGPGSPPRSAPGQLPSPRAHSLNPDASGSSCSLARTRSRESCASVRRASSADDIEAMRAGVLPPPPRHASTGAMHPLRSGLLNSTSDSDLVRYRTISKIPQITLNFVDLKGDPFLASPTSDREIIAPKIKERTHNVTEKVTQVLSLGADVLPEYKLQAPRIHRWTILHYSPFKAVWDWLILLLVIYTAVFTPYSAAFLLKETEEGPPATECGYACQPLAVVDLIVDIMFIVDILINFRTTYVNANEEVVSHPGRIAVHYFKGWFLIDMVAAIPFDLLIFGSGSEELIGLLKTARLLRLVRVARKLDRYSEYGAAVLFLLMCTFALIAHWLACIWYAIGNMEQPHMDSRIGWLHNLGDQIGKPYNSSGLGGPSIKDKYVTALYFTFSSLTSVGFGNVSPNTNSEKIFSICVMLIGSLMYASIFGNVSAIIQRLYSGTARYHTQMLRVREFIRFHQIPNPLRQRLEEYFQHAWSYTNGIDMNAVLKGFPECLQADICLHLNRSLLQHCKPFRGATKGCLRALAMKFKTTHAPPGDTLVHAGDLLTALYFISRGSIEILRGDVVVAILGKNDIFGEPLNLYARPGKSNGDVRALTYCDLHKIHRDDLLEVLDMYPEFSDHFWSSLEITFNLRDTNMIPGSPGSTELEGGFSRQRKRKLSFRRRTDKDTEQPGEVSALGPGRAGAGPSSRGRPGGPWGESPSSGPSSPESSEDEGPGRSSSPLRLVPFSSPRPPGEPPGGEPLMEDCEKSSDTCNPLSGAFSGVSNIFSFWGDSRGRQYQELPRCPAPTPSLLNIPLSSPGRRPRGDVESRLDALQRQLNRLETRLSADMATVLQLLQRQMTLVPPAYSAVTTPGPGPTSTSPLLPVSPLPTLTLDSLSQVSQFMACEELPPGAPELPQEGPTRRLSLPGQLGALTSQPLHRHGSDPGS
#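 U2OS cells were transduced with wild-type KCNH2 virus (2.03 x 10^8 / mL) for 4 h at room temperature, then cultured overnight at 37 C. Thallium flux was read with FluxOr dye. Rate constants were normalized to DMSO controls.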
# * marks the source's active call; other numbers are inactive results; ? = inconclusive; nt = not tested or not shown; & = joins results of further samples; [ ] = remark or other dose. Unless noted, the call rests on the fitted dose curve; in most records, active means well fitted curve in the direction sought with a large enough effect; inconclusive means small, poorly fitted or top-dose-only effect, or another doubt; inactive means no such curve, though single readings can be large; an effect the other way counts as inactive or inconclusive. Unless noted, on the % scale 0 is the no-effect control and ±100 the full control effect.
# Start of the listing, in advance, 2 compounds:
SMILES	B2AR arrestin	Chronic BCR inh	FBPA coupling cs	GALK inh	Eya2 phos inh	hERG WT inh	Giardia kill	USP2a inh	KCNH2 3.1 block	uPA surface inh	PKM2 act
CCCc1cc2c(=O)c(-c3nc4ccccc4s3)c(COCC(=O)O)oc2cc1O	-0.1%	24%	2	5%	6%	7	-2	4%	17	1%	0%
O=C(NNc1nc(=O)c2cccnc2s1)c1ccccc1O	-0.3%	?	0	-1%	9%	0	12	-2%	-8	-6%	-27%

# The list itself, previewed entries included:
SMILES	B2AR arrestin	Chronic BCR inh	FBPA coupling cs	GALK inh	Eya2 phos inh	hERG WT inh	Giardia kill	USP2a inh	KCNH2 3.1 block	uPA surface inh	PKM2 act
CCCc1cc2c(=O)c(-c3nc4ccccc4s3)c(COCC(=O)O)oc2cc1O	-0.1%	24%	2	5%	6%	7	-2	4%	17	1%	0%
O=C(NNc1nc(=O)c2cccnc2s1)c1ccccc1O	-0.3%	?	0	-1%	9%	0	12	-2%	-8	-6%	-27%
CCCCN(C)CCNC(=O)CN1C(=O)CSc2ccc(S(=O)(=O)N3CCCC3)cc21	0.2%	0%	1	8%	7%	1	-17	3%	-8	-2%	nt
S=C1NC2=C(CCC/C2=C\c2ccccc2)C(c2ccccc2)N1 (configuration not stated)	-0.2%	1%	2	0%	2%	0	1	-1%	-1	-1%	-2%
Cc1ccc(C)c(C(C)NC(=O)CC#N)c1 (configuration not stated)	0.0%	0%	0	6%	7%	-14	13	5%	4	6%	3%
CC(C)c1ccc(NC(=S)N2CCN(S(=O)(=O)c3ccccc3)CC2)cc1	0.5%	-1%	nt	-11%	5%	-3	3	2%	4	-3%	7%
CCOC(=O)c1cnc2c(OC)cccc2c1Oc1ccccc1	0.2%	-7%	-1	-2%	6%	8	10	4%	-12	-23%	nt
CN(C)Cc1ccccc1Sc1ccc(O)cc1O	-0.8%	1%	1	2%	-1%	7	53[activator]	3%	9	-10%	-1%
Cc1nnc(SCC(=O)Nc2sc3c(c2C#N)CCCC3)[nH]c1=O	-0.3%	7%	3	1%	16%	10	11	4%	1	5%	6%
CC(NC(=S)Nc1ccc(OC(F)F)cc1)c1ccc(F)cc1 (configuration not stated)	0.0%	0%	-4	8%	-4%	6	2	0%	-6	0%	1%
Clc1ccc(Cn2cc(/C=N/n3cnnc3)c3ccccc32)cc1	0.1%	-26%	-1	-2%	-6%	3	16	1%	-5	-7%	6%
CC1=CC(C)(C)N2C(=O)C3(SCC(=O)N3c3ccc(F)cc3)c3cc(C)cc1c32 (configuration not stated)	-1.0%	-4%	-3	-2%	-16%	-5	8	4%	-3	nt	-4%
O=C(NCc1ccccc1)c1ccc(Br)cc1Br	-1.3%	?	-1	nt	3%	13	7	-1%	9	0%	4%
Cc1ccc(/C=C/C(=O)Nc2cc(S(=O)(=O)N3CCCCCC3)ccc2OCC(F)(F)F)o1	-0.7%	3%	-5	0%	1%	-19	-3	5%	-83*	-3%	6%
CN(CC(=O)Nc1ccccc1F)S(=O)(=O)c1ccc2c(c1)n(C)c(=O)c(=O)n2C	-0.5%	6%	0	0%	-3%	-26	-6	0%	20	8%	-7%
CC(=O)N1CCc2cc(N=NC3=C(O)CCCC3=O)ccc21	-1.3%	0%	-1	5%	-14%	-24	16	-7%	1	-5%	nt
Cn1c(CSc2ncccn2)nnc1SCC(=O)N1CCCCCC1	0.5%	-10%	2	8%	3%	-11	59[activator]	6%	0	2%	-2%
O=C(COC(=O)c1ccc(Cl)nc1)c1ccc2c(c1)OCCO2	0.2%	?	4	5%	-4%	-107*	4	2%	13	-2%	3%
COc1ccc(C(=O)COC(=O)C(O)c2ccccc2)c(OC)c1 (configuration not stated)	-0.3%	?	nt	nt	-36%	1	6	6%	-9	-3%	nt
Cc1cc(=O)n(CC(C)O)c(O)c1C#N (configuration not stated)	-0.5%	2%	-1	0%	-12%	0	8	4%	-7	4%	-10%
COc1cc(C2CC(=O)Oc3c(C(CCN4CCN(c5ccccc5)CC4)c4ccc(N(C)C)cc4)c(OC)cc(OC)c32)cc(OC)c1OC (configuration not stated)	0.2%	?	-1&-1	3%	-2%	-9	-1&0	6%	-14	14%	6%
CCOC(=O)C1=C(COC(=O)[C@H](C)NS(=O)(=O)c2ccc(NC(C)=O)cc2)NC(=O)NC1C (some centres not stated)	0.3%	1%	nt	nt	-9%	7	17	1%	-5	5%	nt
O=C(COC(=O)CCC(=O)c1cccs1)Nc1cccc(S(=O)(=O)N2CCOCC2)c1	-0.3%	-3%	5	-3%	1%	10	0	2%	-15	3%	5%
CCOc1ccc(C2=CSC3=NCCN23)cc1	14%	2%	1	0%	4%	2	26	0%	-15	1%	0%
CC(C)(C)n1nnnc1C(c1cccs1)N(Cc1cccnc1)Cc1ccco1 (configuration not stated)	0.0%	6%	8	0%	-8%	11	5	-1%	-4	5%	6%
NC(=O)Nc1ccc(C(=O)OCC(=O)Nc2cccc(S(=O)(=O)NC3=NCCCCC3)c2)cc1	-0.4%	-14%	-4	3%	-9%	-5	-14	0%	7	7%	1%
COc1ccc(C(=O)NNS(=O)(=O)c2ccc(OC)cc2)cc1	-0.3%	3%	1	-8%	7%	-1	4	-1%	-1	11%	5%[11.5 µM]
Cc1ccc(Cl)cc1N1CCN(C(=O)CN2C(=O)c3cccc4cccc2c34)CC1	-0.2%	3%	2	0%	11%	1	-7	1%	-5	2%	7%
COc1cc(CC(=O)Nc2ccc(S(=O)(=O)Nc3ncccn3)cc2)cc(OC)c1OC	0.3%	-2%	0	-2%	5%	-7	3	0%	-9	3%	-1%
COc1ccccc1C(=O)NCCC(=O)N1CCN(S(=O)(=O)c2ccc(Cl)cc2)CC1	-0.2%	-3%	nt	nt	-8%	-4	-21	1%	-1	10%	nt
O=C(CSc1nncs1)NC(=O)NCc1ccco1	0.0%	12%	1	-1%	-5%	-11	4	2%	4	3%	1%
COCCNC(=O)C(c1cccs1)N(C(=O)Cn1nnc2ccccc21)c1cccc(C(C)=O)c1 (configuration not stated)	0.1%	-1%	2	8%	2%	10	-6	-1%	4	1%	-4%
COc1ccc(-c2[nH]ncc2[C@@H]2C[C@H]3CN(Cc4ccccc4C)C(=O)[C@]34CCCN24)cc1	0.3%	1%	0	0%	-8%	nt	9	1%	-2	14%	-1%
CC(=O)c1cnc2scnn2c1=O	-0.1%	1%	3	10%	16%	-1	-22	0%	18	-2%	-2%
Cc1cc(-c2ccc(C)c(S(=O)(=O)N3CCN(C(=O)c4ccco4)CC3)c2)on1	0.0%	0%	-2	-1%	-1%	-4	0	3%	29	-7%	nt
COc1cc(C(C)=O)ccc1OCC(=O)OCC(=O)c1cc(C)n(CC2CCCO2)c1C (configuration not stated)	-0.2%	2%	nt	nt	11%	-4	-15	5%	1	9%	nt

# Looked up above.
# For uPA surface inh, Cc1cc(-c2ccc(C)c(S(=O)(=O)N3CCN(C(=O)c4ccco4)CC3)c2)on1 shows -7%
# For USP2a inh, COc1ccc(C(=O)NNS(=O)(=O)c2ccc(OC)cc2)cc1 shows -1%
# For KCNH2 3.1 block, COCCNC(=O)C(c1cccs1)N(C(=O)Cn1nnc2ccccc21)c1cccc(C(C)=O)c1 (configuration not stated) shows 4
# For Giardia kill, COc1cc(CC(=O)Nc2ccc(S(=O)(=O)Nc3ncccn3)cc2)cc(OC)c1OC shows 3
